Screening data (PubChem BioAssay)
Shn3 inh set2: reduction of Shn3 3'UTR firefly luciferase signal, primary screen, Schnurri-3 inhibitor project, cell-based, Clone20 osteoblasts, set 2; Clone20 osteoblast Shn3 3'UTR firefly luciferase, 24 h; inhibition, % at 12.5 µM; actives 0.52% (n = 360,000);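 active = mean inhibition of at least 75% with every replicate also reaching 75%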;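 also: 0% = median of neutral control wells and 100% = pilot-screen positive control compound; some compounds past the cut are filed as inactive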
MITF TRPM1 inh: inhibitors of MITF-dependent TRPM1 promoter reporter, primary screen, cell-based, SK-MEL-5, single point, luciferase | SK-MEL-5 TRPM1 promoter luciferase, 24 h | inhibition, % at 12.5 µM | actives 0.83% (n = 330,000) | AID 488899, 2010;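 active = mean inhibition across replicates of 60% or more, whatever share of single replicates reaches that level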; also: values of inactives mirror those of a sister screen read the other way
NR2E3 ag-1: NR2E3 agonists in two-hybrid cells, primary screen, cell-based, luminescence, CHO-S, Gal4-NCOR/VP16-NR2E3; AID 602229, 2012; inhibition of corepressor binding, % at 3.98 µM; Photoreceptor-specific nuclear receptor (Homo sapiens), Q9Y5X4; actives 0.35% (n = 360,000); luciferase;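 active = inhibition above the mean of all tested compounds plus 3 SD, cut at about 70% in these data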;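 also: 0% = DMSO with NR2E3 transfected cells and 100% = cells lacking NR2E3 construct; higher means lower luciferase signal from less NR2E3 corepressor binding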
Target sequence (Q9Y5X4 whole entry, looked up, the tested form may be a part): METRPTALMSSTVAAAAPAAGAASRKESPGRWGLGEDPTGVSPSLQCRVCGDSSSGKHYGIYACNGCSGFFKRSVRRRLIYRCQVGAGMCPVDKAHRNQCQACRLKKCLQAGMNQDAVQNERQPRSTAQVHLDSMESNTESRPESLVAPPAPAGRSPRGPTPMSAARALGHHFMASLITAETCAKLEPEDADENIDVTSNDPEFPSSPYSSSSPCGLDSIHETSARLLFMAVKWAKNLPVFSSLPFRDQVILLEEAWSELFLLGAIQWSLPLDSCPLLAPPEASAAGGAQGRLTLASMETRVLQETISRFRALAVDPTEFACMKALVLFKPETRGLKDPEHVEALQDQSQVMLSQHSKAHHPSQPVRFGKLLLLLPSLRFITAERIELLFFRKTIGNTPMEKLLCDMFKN
NR2E3 ag-2: inhibitors of NR2E3-RetCOR corepressor binding, primary screen, NR2E3 agonist project, biochemical, TR-FRET, GST-NR2E3, biotin-RetCOR; AID 2300, 2010; actives 0.12% (n = 320,000); 1536-well; inhibition of corepressor binding, % at 4.78 µM;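 active = percent inhibition above the cutoff of mean plus 3 SD of all tested compounds, set per screening campaign, cut at about 20% in these data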;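 also: 0% = DMSO wells and 100% = biotin wells as full block of FRET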
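Format: 1536-well format; test system: GST-NR2E3 and biotin-RetCOR proteins; read-out basis: percent inhibition of TR-FRET ratio; timing: 5 h incubation at 4 °C; detection: time-resolved FRET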
TWEAK Fn14 block: inhibitors of TWEAK-Fn14 signaling, primary screen, luciferase reporter cells, uHTS. TWEAK-stimulated Fn14 reporter cells, luciferase luminescence, 8 h. inhibition, % at 10 µM. actives 2% (n = 360,000); in the data active = inhibition above about 50%
HIF-2a block: HIF-2a reporter inhibitors, primary screen, luminescence, 786-0 RCC cells; 786-0 RCC cells HIF-2a reporter, luciferase luminescence, overnight; actives 0.72% (n = 360,000); inhibition, % at 18.8 µM;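 active = inhibition of the luminescence signal of 40% or more relative to plate controls, in a single-dose primary screen at 18.75 µM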
CF NFkB inh: inhibitors of PAF-induced NF-kB signaling, primary screen, cell-based, GFP fluorescence, uHTS. KKLEB NF-kB-GFP reporter, GFP fluorescence overnight. inhibition, % at 5 µM. actives 0.86% (n = 360,000). AID 588850, 2011;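 active = at least 50% inhibition at 5 µM, scaled per plate between neutral and stimulator controls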;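 also: PAF is a Pseudomonas aeruginosa culture filtrate used as stimulus; plate controls were PAF-stimulated DMSO wells for no effect and unstimulated DMSO wells for full effect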
TRAIL sens C8: viability loss with TRAIL in NB7+C8 cells, primary screen, TRAIL sensitizer project, cell-based, ATPlite luminescence | inhibition (viability loss, TRAIL sensitization), % at 10 µM | actives 1% (n = 360,000) | AID 624354, 2012;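 active = compounds causing at least 50% loss of cell viability in the single-dose screen, relative to plate controls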
KKLEB tox: cytotoxicity in KKLEB CF airway cells, primary screen, cytotoxicity control for CF NF-kB inhibitor project, cell-based, uHTS, fluorescence assay plates; KKLEB CF airway cells viability, ATPlite luminescence, overnight; active compounds read low; cells stimulated with P. aeruginosa culture filtrate; activity change (cytotoxicity), % at 5 µM; actives 0.36% (n = 360,000);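 active = corrected activity change at or below -50% at 5 µM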
TROY signal inh: inhibitors of TROY-driven NF-kB signaling, primary screen, Q293 LMP1-TROYcd cells, NF-kB luciferase, uHTS | Q293 LMP1-TROYcd NF-kB luciferase reporter, 4 h | inhibition, % at 10 µM | actives 0.98% (n = 360,000) | AID 1347056, 2019;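 active = compounds whose plate-normalised and pattern-corrected inhibition of the luciferase reporter signal at the single screening dose is 50% or more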
Peg3 promoter: Peg3 promoter-driven luciferase inhibitors, primary screen, cell-based, HeLa, luciferase luminescence; HeLa PEG-Prom luciferase reporter, overnight; inhibition, % at 20 µM; actives 1.7% (n = 360,000); AID 588405, 2011;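 active = inhibition of at least 50% at 20 µM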
Starred values were filed as active, the others as inactive; · = not tested or not shown.

SMILES	Shn3 inh set2	MITF TRPM1 inh	NR2E3 ag-1	NR2E3 ag-2	TWEAK Fn14 block	HIF-2a block	CF NFkB inh	TRAIL sens C8	KKLEB tox	TROY signal inh	Peg3 promoter
O=C(COC(=O)c1ccccn1)Nc1ccc2c(c1)OCCO2	-3	4	-9	·	-8	-11	-14	3	-5	-33	11
Cc1ccc(S(=O)(=O)N2CCC3(CC2)OCCN3S(=O)(=O)c2cccs2)cc1	29	3	8	-3	4	18	-1	7	-2	4	8
Cc1ccc(S(=O)(=O)N(C)c2c(C)ccc(S(N)(=O)=O)c2C)cc1	7	7	-4	2	-5	18	11	1	3	6	6
CCc1ccc(C(=O)NNC(=O)CN2C(=O)NC3(CCCC3)C2=O)cc1	-13	-9	-14	-2	0	6	-2	-14	-2	-7	-4
CC(=O)Nc1nc(-c2ccc3c(c2)CCN3C(=O)C2CC2)c(C)s1	-29	13	-19	3	12	-63	-21	16	6	-23	-15
COc1ccc(NC2=C3CC(C)CC=C3N(c3ccc(OC)cc3)C2=O)cc1 (configuration not stated)	7	-9	-18	0	-41	0	1	-4	9	-11	2
CCCN(CC(=O)Nc1ccccc1OC)C(=O)Cn1[nH]c(=O)c2ccccc2c1=O	3	6	2	2	-9	11	-2	-28	-2	-1	19
COC(=O)c1cccc(NC(=O)c2cccnc2)c1	4	-2	-20	-2	-12	-1	0	-5	8	-24	4
COc1ccc(N(CC(=O)N/N=C/c2cccs2)S(=O)(=O)c2ccccc2)cc1	18	1	-3	1	-11	27	2	8	10	7	14
COc1cccc(-c2cnc(C(O)c3c(C)cccc3C)[nH]2)c1 (configuration not stated)	-2	·	-4	·	-9	16	-12	-17	-4	-12	-5
CC1(c2nnc(-c3ccncc3)o2)CC(c2c(Cl)cccc2Cl)=NO1 (configuration not stated)	15	2	24	-1	-20	22	8	-1	-28	-9	4
O=C1NC(c2ccncc2)C(C(=O)c2cccs2)C(O)(C(F)(F)F)N1 (configuration not stated)	-67	0	-10	2	-1	10	3	-18	3	18	-11
COc1cc(C(=O)N2CCCN(C)CC2)cc(OC)c1C	4	-19	18	4	1	4	-11	8	7	-2	19
CCN(CC)CCOC(=O)c1ccc(N=CC2=C(O)CC(C)(C)CC2=O)cc1	-1	-5	-32	·	9	7	9	-8	1	7	7
C/C(=C\c1ccco1)C1C(C#N)=C(N)Oc2n[nH]c(-c3ccc(C)cc3)c21 (configuration not stated)	6	23	-5	2	3	10	-2	-4	-2	9	-12
O=C(Nc1nnc(SCc2ccc(F)cc2)s1)C1CC(=O)N(Cc2ccccc2)C1 (configuration not stated)	5	2	-7	0	-8	10	-23	6	7	8	0
COc1ccc(Cl)cc1N1C(=O)C2CCCN2C1c1ccccc1F (configuration not stated)	5	17	-26	1	1	16	-31	-2	8	6	7
CCOc1ccccc1C(=O)NC(C(=O)N(C)c1c(N)n(Cc2ccccc2)c(=O)[nH]c1=O)C(C)C (configuration not stated)	-1	9	-11	·	3	13	-6	12	6	3	1
C[C@@H]1COC(=O)[C@H](Cc2ccc(F)cc2)C/C=C\C[C@@H](CC(=O)N[C@H](CO)Cc2ccccc2)C(=O)N1	-5	-1	-18	·	5	2	-2	5	-4	-4	-8
Cc1cc(Oc2nc3c(C)cccn3c(=O)c2/C=C(\C#N)S(=O)(=O)c2ccc(Cl)cc2)ccc1Cl	9	16	-2	0	-1	8	7	10	10	-8	4
COc1c(F)c(F)c(C(=O)Nc2ccccc2N2CCN(C(C)=O)CC2)c(F)c1F	2	5	3	-2	-7	-2	7	-13	-7	24	11
C=CCNc1nc(Nc2ccc([N+](=O)[O-])cc2)nc(N2CCCC2)n1	15	2	-7	-1	-5	-4	5	-2	-11	-5	56*
COCCN(C(=O)Cn1nnc2ccccc21)C(C(=O)NC1CCCCC1)c1ccc(OC)cc1OC (configuration not stated)	-7	0	1	4	-14	12	10	-16	6	-9	12
Cc1oc2c(C)c(O)ccc2c(=O)c1-c1cnn(-c2ccccc2)c1	-1	4	-30	-1	-4	-58	-9	1	8	3	-48
CC(Sc1nc(-c2ccco2)nc2c1c(=O)n(C)c(=O)n2C)C(=O)O (configuration not stated)	12	-3	-4	1	-8	22	5	8	-5	-2	3
Cc1ncc(CN2CCCC(CCC(=O)NCc3ccc(F)c(F)c3)C2)s1 (configuration not stated)	8	7	-4	5	-2	12	8	3	-5	1	7
O=C(O)CCN1C(=O)c2ccc(NC(=O)c3cccs3)cc2C1=O	9	-1	-8	3	-11	9	-8	7	3	-22	-1
CS(=O)(=O)N(CC(=O)NCCC1=CCCCC1)c1ccc2c(c1)OCO2	-11	8	8	0	0	-1	10	-14	6	8	6
O=C(Nc1cccc(C(F)(F)F)c1)c1cccc2c(-c3cccnc3)coc12	12	·	-59	·	17	-6	-3	-4	-13	33	6
Cc1nc2cc(NC(=O)c3ccc(N4C(=O)CCC4=O)cc3)ccc2s1	5	1	0	2	3	11	-8	12	6	-5	-6
C=CCNc1ncnc2c1[nH]c1ccccc12	20	14	21	-1	24	-37	-16	7	-1	·	-8
CCCNc1ccc(S(=O)(=O)N(CC)CC)cn1	8	1	-8	2	8	1	7	-4	4	-4	-3
Cc1ccccc1N1CCN(S(=O)(=O)CC23CCC(CC2=O)C3(C)C)CC1 (configuration not stated)	5	9	11	0	-2	12	-5	-5	11	16	17
O=C(CSc1ncn(-c2ccccc2)n1)NCc1ccccc1	-6	-5	12	-1	2	-12	3	-6	-7	4	-5
CN(C)c1ccc(C2C3CCCc4ccccc4C3=NN2C)cc1 (configuration not stated)	-40	-27	-66	-2	37	-227	-11	-20	-9	30	-184
CCOC(=O)C(NC(=O)CC)C(O)c1cccc([N+](=O)[O-])c1 (configuration not stated)	4	-1	-8	2	15	14	20	42	2	2	8
Cc1ccc(OCc2occc2C(=O)O)cc1	3	-6	-55	·	-11	-46	-5	-11	8	-53	-26
CCc1nc(C)ccc1OCC(=O)N1CCc2c([nH]c3ccccc23)C1c1ccccn1 (configuration not stated)	-7	19	17	6	-23	22	17	-13	-5	-7	22
O=C(NC1CCCC1)C(c1cccs1)N(C(=O)c1csnn1)c1ccccc1F (configuration not stated)	9	-1	-22	4	-4	12	12	-25	3	-11	18
Cc1ccc(NC(=O)CCS(=O)(=O)c2cccc3nonc23)cc1	-12	1	-6	1	-12	-17	0	16	1	4	-4
CCC(CO)Oc1cc(NCc2cccc(OC)c2)c2ncn(C(C)C)c2c1 (configuration not stated)	10	1	-11	·	-18	-2	-4	-19	4	4	6
COc1ccccc1NC(=O)COC(=O)CN1C(=O)C(=O)c2ccccc21	-3	1	-52	-2	-2	7	1	-14	9	21	14
O=c1c(Cc2c(F)cccc2Cl)c(O)ccn1C1CCCCCC1	-11	-2	-15	-1	-14	15	21	-1	-10	-16	-10
CCCC/C(O)=C1\C(=O)CC(C)(C)CC1=Nc1ccccc1OC	-7	-3	-45	2	11	9	13	6	8	12	23
CCOC(=O)C1=CCN(S(=O)(=O)c2ccccc2F)C1c1ccccc1 (configuration not stated)	-3	·	-9	·	3	-1	-18	8	-2	-6	4
CCOc1ccc(C2SCC(=O)N2c2c(C)n(C)n(-c3ccccc3)c2=O)cc1 (configuration not stated)	-3	-3	-24	4	3	-1	-1	-2	-12	10	0
CC(=O)N1c2ccc(S(=O)(=O)N3CCC(C(=O)N4CCC(C)CC4)CC3)cc2CC1C (configuration not stated)	37	9	34	-3	-3	15	-5	7	-6	13	-8
O=C(CNC(=O)c1ccncc1)N/N=C/c1ccc(O)cc1O	-36	1	-26	-4	-12	28	-8	1	10	10	3
CCCN(CCC)c1nc(N)nc(-c2cc(Cl)ccc2OC)n1	11	3	-8	-2	4	13	13	-2	-16	-27	28
CCOCCCNS(=O)(=O)c1ccc(NC(=O)CN2C(=O)c3ccccc3C2=O)cc1	-14	3	-9	2	-8	13	-22	2	10	2	0
O=C(CNC(=O)c1ccc2ccccc2c1)NCc1ccc(F)cc1	0	5	-9	1	-7	3	-3	6	-2	-3	6
COC(=O)c1ccc(NC(=O)CN2C(=O)c3ccccc3S2(=O)=O)cc1	0	3	12	1	28	17	-1	22	3	17	15
CCOc1ccccc1-n1c(C)cc(C=O)c1C	16	-7	-40	-2	0	-4	5	-3	-1	8	-13
O=C(CNC(=O)C1COc2ccccc2O1)N/N=C\c1ccc(Br)cc1 (configuration not stated)	9	-2	-6	2	-1	-11	-2	-6	-2	-4	-8
Cc1sc(NC(=O)Nc2ccccc2)c(C(N)=O)c1C	-10	-35	-65	5	-13	-245	6	4	1	-33	-226
COc1cc(CCC(=O)OCC(=O)Nc2ccc(C)cc2Cl)cc(OC)c1OC	2	7	-22	-3	-13	3	-2	-25	3	11	3
CCCc1cc(N2CCOCC2)n2ncc(-c3ccccc3)c2n1	-35	-36	-9	·	58*	-110	1	11	5	52*	-98
O=C(NCCCN1CCOCC1)c1ccc(Sc2ccc(F)cc2)c([N+](=O)[O-])c1	9	7	7	4	-17	12	8	0	-2	14	7
COc1ccc(CCNC(=O)c2ccc3nc(-c4ccco4)c(-c4ccco4)nc3c2)cc1OC	26	20	-6	1	16	20	16	10	-5	12	27

Structures listed so far shown as hits in TWEAK Fn14 block:
compound	Shn3 inh set2	MITF TRPM1 inh	NR2E3 ag-1	NR2E3 ag-2	TWEAK Fn14 block	HIF-2a block	CF NFkB inh	Peg3 promoter
CCCc1cc(N2CCOCC2)n2ncc(-c3ccccc3)c2n1	-35	-36	-9	·	58*	-110	1	-98

Another view of four compounds above.
Structure | Shn3 inh set2 | MITF TRPM1 inh | NR2E3 ag-1 | NR2E3 ag-2 | TWEAK Fn14 block | HIF-2a block | CF NFkB inh | TRAIL sens C8 | KKLEB tox | TROY signal inh | Peg3 promoter
CCC(CO)Oc1cc(NCc2cccc(OC)c2)c2ncn(C(C)C)c2c1 (configuration not stated) | 10 | 1 | -11 | · | -18 | -2 | -4 | -19 | 4 | 4 | 6
COc1ccccc1NC(=O)COC(=O)CN1C(=O)C(=O)c2ccccc21 | -3 | 1 | -52 | -2 | -2 | 7 | 1 | -14 | 9 | 21 | 14
O=c1c(Cc2c(F)cccc2Cl)c(O)ccn1C1CCCCCC1 | -11 | -2 | -15 | -1 | -14 | 15 | 21 | -1 | -10 | -16 | -10
CCCC/C(O)=C1\C(=O)CC(C)(C)CC1=Nc1ccccc1OC | -7 | -3 | -45 | 2 | 11 | 9 | 13 | 6 | 8 | 12 | 23

The list is partial; count on the stated rates, not on these rows.
